Screening data deposited in PubChem by National Center for Advancing Translational Sciences (NCATS).
Sm TGR block – qHTS Assay for the Inhibitors of Schistosoma Mansoni Peroxiredoxins. purified TGR, DTNB reduction, TNB absorbance 405 nm. Potency, µM (highest dose often 114 µM), for inactives: at the highest dose activity change, negative = inhibition, hits mostly inhibitors. hit rate 3% among 360,000. AID 485364, 2010; also: nearly all actives have a fitted effect of over 60% in size
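Kinetic colorimetric format: TGR-catalysed, NADPH-driven DTNB reduction monitored via TNB absorbance. Enzyme dispensed at 20 nM; compound exposure 15 min at room temperature before reaction start.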
HCV inh – qHTS Assay for Inhibitors of Hepatitis C Virus (HCV) | Huh7.5.1 HCVcc-Cre infection, luciferase reporter, 44 h | Potency, µM (titrated, usually from 41.8 µM), for the others: at the highest dose activity change, negative = inhibition, usual class: inhibitors | hit rate 3.4% among 340,000
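Whole-lifecycle infectious HCVcc-Cre system; cells 1,000/well, compound then virus (~0.5 moi) added 4 h after plating, 44 h culture. Luciferase read 15 sec following 15 min substrate incubation, room temp.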
Pf growth 48h – Primary qHTS for delayed death inhibitors of the malarial parasite plastid, 48 hour incubation | P. falciparum luciferase growth in erythrocytes, 48 h | Potency, µM (titrated, usually from 28.7 µM), inactives show at the top dose activity change, negative = inhibition, most hits filed as inhibitors | hit rate 5.9% among 310,000
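Luciferase-expressing parasites in RBCs, 2% Hct / 0.1% parasitemia final; RPMI 1640 + 0.5% Albumax; 37 C, 5% CO2, one generation; luminescence read-out, lower signal = inhibition.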
LmPK inh – qHTS Assay for Inhibitors of Leishmania Mexicana Pyruvate Kinase (LmPK); Q27686; hit rate 0.37% among 290,000; purified LmPK, Kinase-Glo ATP luminescence, 1 h; Potency, µM (highest dose often 57.5 µM), for the others: at the top dose activity change, negative = inhibition, hits mostly inhibitors
Target sequence (Q27686 whole entry, looked up): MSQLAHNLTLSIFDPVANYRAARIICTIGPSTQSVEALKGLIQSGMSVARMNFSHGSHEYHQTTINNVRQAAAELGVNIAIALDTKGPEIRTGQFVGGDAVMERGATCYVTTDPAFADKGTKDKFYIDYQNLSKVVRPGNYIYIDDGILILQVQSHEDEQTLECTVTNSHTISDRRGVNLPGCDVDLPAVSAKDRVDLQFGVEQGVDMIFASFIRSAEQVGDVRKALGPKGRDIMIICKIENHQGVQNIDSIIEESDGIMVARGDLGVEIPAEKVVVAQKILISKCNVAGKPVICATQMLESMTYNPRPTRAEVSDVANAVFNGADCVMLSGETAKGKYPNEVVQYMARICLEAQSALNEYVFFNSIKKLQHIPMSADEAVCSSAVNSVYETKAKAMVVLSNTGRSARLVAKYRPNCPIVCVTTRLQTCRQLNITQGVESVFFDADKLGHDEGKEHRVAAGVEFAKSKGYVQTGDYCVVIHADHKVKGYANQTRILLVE
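Screened at intermediate enzyme activity to detect both inhibitors and activators: LmPK at 0.1 nM, with a 0.5 nM enzyme column as activation reference. PEP 0.5 mM, ADP 0.1 mM; ATP detected by luminescence after 1 h.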
Tb PYK inh – qHTS of Trypanosoma Brucei Inhibitors; pyruvate kinase (Trypanosoma brucei), Q57TT1; hit rate 0.12% among 410,000; TbPYK enzyme, Kinase-Glo Plus ATP luminescence, 45 min; Potency, µM (highest dose often 76.8 µM), for inactives: at the top dose activity, negative = inhibition, actives largely listed as inhibitors; AID 624173, 2012; also: nearly all actives have a fitted effect of over 50% in size
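Assay buffer: 50 mM TEA pH 7.2, 100 mM KCl, 10 mM MgCl2, 0.05% BSA, 0.01% Tween-20. Pyruvate kinase from T. brucei plus substrate met compound, then ADP (130 uM final). Luminescence was read post 45 min RT.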
Pf growth 96h – Primary qHTS for delayed death inhibitors of the malarial parasite plastid, 96 hour incubation; hit rate 6.9% among 320,000; Potency, µM (series often up to 28.7 µM), for the others: at the top dose activity change, negative = inhibition, usual class: inhibitors; AID 504834, 2011; P. falciparum luciferase reporter growth, 96 h
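Plates of compound plus infected erythrocytes (2% hematocrit, 0.05% parasitemia final) incubate 96 hours, 37 C, 5% CO2. Detection reagent added; reduced luminescence from the parasites' luciferase reporter flags inhibition.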
* marks the source's active call; other numbers are inactive results; u = inconclusive; x = not tested or not shown; & = joins results of further samples; [ ] = dose if it differs, or a comment. Calls follow the shape of the dose curve; as a rule, active = well fitted curve in the direction sought with a large enough effect; inconclusive = small, poorly fitted or top-dose-only effect, or another doubt; inactive = no such curve, though single readings can be large; an effect the other way counts as inactive or inconclusive. % is scaled to controls: 0 for no effect and ±100 for the full control effect; potency is read from the fitted curve at half-maximal effect.

SMILES	Sm TGR block	HCV inh	Pf growth 48h	LmPK inh	Tb PYK inh	Pf growth 96h
COC(=O)c1ccccc1N=Nc1c(C)[nH][nH]c1=O	10%	-3%	20%	0%	-18%	0%
COCCNC(=O)/C(C#N)=C/c1c(N2CCN(c3ccc(OC)cc3)CC2)nc2c(C)cccn2c1=O	-11%	-14%	x	-1%	-9%	u
Cn1c(CCNC(=O)C2CCCCC2)nc2cc([N+](=O)[O-])ccc21	x	-22%	2%	1%	4%	28%
COc1ccc(/C=N/NC(=O)c2cccc(O)c2)cc1Cn1nc(C)c([N+](=O)[O-])c1C	6%	u	u	4%	0%	x
O=C(NCCCN1CCCC1=O)c1ccc(S(=O)(=O)Nc2cccc(C(F)(F)F)c2)cc1	-1%	6%	-28%	x	-7%	0%
CN(Cc1ccccc1)S(=O)(=O)c1nnc(NC(=O)c2ccc(F)cc2)s1	-6%	-5%	16%	4%	4%	23%
O=C(CCl)N1CCN(S(=O)(=O)c2ccc3ccccc3c2)CC1	5.6µM*	u	u	-9%	1%	u
CNS(=O)(=O)c1ccc(NC(=O)Nc2cccc(F)c2)cc1	12%	-1%	7%	1%	-3%	1%
Cc1ccc(CCNC(=O)CCc2nc3ccccc3[nH]2)cc1	3%	23%	-18%	2%	-5%	61%[activator]
CC1(C)CC(=O)C=C(NC2CC(C)(C)NC(C)(C)C2)C1	-24%	19%	21%	-5%	1%	u
CCOC(=O)c1cnc(SCC#N)nc1N	0%	u	-3%	-1%	30%	10%
Cc1cc(N2CCN(C)CC2)nc2ccc(NC(=S)N3CCN(c4cccc(Cl)c4)CC3)cc12	-10%	11%	u	3%	5%	135%[activator]
CC(C)c1nc(CNC(=O)CC2C(=O)NCCN2Cc2ccoc2)cs1 (stereo not given)	35µM*	9%	6%	4%	1%	u
CNC(=O)CSCc1c(F)cccc1Cl	-3%	13%	11%	-5%	-15%	-18%
COc1ccc(-c2noc3c2-c2nc(C4CCCCC4)sc2CC3)cc1	-20%	16%	2%	-6%	-6%	-17%
CCC1(c2ccc(F)cc2)NC(=O)N(CC(=O)Nc2ccc(S(N)(=O)=O)cc2)C1=O (stereo not given)	-2%	-20%	0%	11%	2%	20%
O=c1[nH]c(C2CCCN(S(=O)(=O)c3ccccc3)C2)nc2c1nnn2Cc1ccc(OC(F)(F)F)cc1 (stereo not given)	6%&12%	16%	u	0%	4%&-1%	4%
Cc1ccc(NC(=O)COC(=O)CNC(=O)C2CCCCC2)c(Br)c1	-2%	16%	73%[activator]	0%	2%	u
COc1ccc(C(=O)Nc2ccccc2NC(=O)c2ccco2)cc1OC	-19%	-4%	5%	4%	-17%	1%[5.75 µM]
COc1cccc(OC)c1C(=O)Nc1cc(C)nn1-c1nc2ccccc2[nH]1	-6%	11µM*	9.3µM*	2%	-6%	7.4µM*
CN(C)C1(CNC(=O)c2ccc(Cl)c(S(=O)(=O)NCc3ccco3)c2)CCCCC1	-3%	-3%	u	6%	-13%	x
O=C(NC(=S)N1CCN(c2ccc(Cl)cc2[N+](=O)[O-])CC1)c1cccs1	-1%	2%	u	3%	-9%	207%[activator]
COc1ccc(Cc2n[nH]c(=S)n2-c2ccc3c(c2)OCCO3)cc1	7%	4%	6%	-25%	u	40%[activator]
COCc1cc(C)nc(SCC(=O)Nc2ccc(C)c(C)c2)c1C#N	-4%	-11%	93%[activator]	3%	6%	24%
Cc1cccc(N2CCN(C(=O)C3CCC(=O)N(C4CC4)C3)CC2)c1C (stereo not given)	-1%	14%	6%	-1%	-16%	-16%
COc1ccc(/C=N\NC(=O)C2C(=O)NCC2c2ccccc2)cc1O (stereo not given)	-30%	14%	7%	0%	-21%	35%[activator]
C=CCOc1ccc(C2=NOC(C(=O)Nc3ccc4c(c3)OCCO4)C2)cc1OC (stereo not given)	u	-22%	-3%	5%	5%	-7%
CCN1C(=O)c2cccc3c(S(=O)(=O)Nc4ccccc4OC)ccc1c23	1%	u	u	0%	89%[activator]	310%[activator]
O=C(NCCCn1ccnc1)c1cc2c(s1)CCCC2	8%	-12%	4%	1%	4%	14%
COc1ccc(CC(=O)N/N=C/c2c(C)n(C)c3ccccc23)cc1OC	-6%	-29%	-9%	8%	1%	7%

Of the compounds above, these have a furan ring, fused or not:
SMILES	Sm TGR block	HCV inh	Pf growth 48h	LmPK inh	Tb PYK inh	Pf growth 96h
CC(C)c1nc(CNC(=O)CC2C(=O)NCCN2Cc2ccoc2)cs1 (stereo not given)	35µM*	9%	6%	4%	1%	u
COc1ccc(C(=O)Nc2ccccc2NC(=O)c2ccco2)cc1OC	-19%	-4%	5%	4%	-17%	1%[5.75 µM]
CN(C)C1(CNC(=O)c2ccc(Cl)c(S(=O)(=O)NCc3ccco3)c2)CCCCC1	-3%	-3%	u	6%	-13%	x

(cont.)
SMILES	Sm TGR block	HCV inh	Pf growth 48h	LmPK inh	Tb PYK inh	Pf growth 96h
CC(=O)Nc1ccc(S(=O)(=O)N2CCc3c(Cl)cccc3C2)cc1	-4%	u	x	0%	5%	15µM*
N/C(=N\OC(=O)c1ccc(Cl)c(Cl)c1)c1cccnc1	-3%	8%	x	-8%	6%	13%
Cc1n[nH]c(C)c1CCN(C)C(=O)C1CCC(=O)N(CC2CCCCC2)C1 (stereo not given)	0%	26%	8%	-9%	1%	u
Cc1ccc(C(=O)N2CC=C(c3ccccc3)CC2)s1	3%	-3%	10µM*	x	-2%	1%
CSCC[C@H](NC(=O)[C@@H]1Cc2c([nH]c3ccccc23)C2c3ccccc3C(=O)N21)C(=O)NCC1CCCO1 (stereo not given in full)	-4%	0%	u	-6%	-3%	9.3µM*
O=C(NCCCn1cccn1)C1CCC(=O)N(Cc2ccccc2F)C1 (stereo not given)	6%	6%	12%	-3%	-1%	28%
COCCn1cnc2c(c1=O)c1nc3ccccc3nc1n2/N=C/c1ccco1	45µM*	9%	19%	2%	-3%	48%[activator]
O=C(NCCCN1CCOCC1)c1cccc(NS(=O)(=O)c2ccc(Br)cc2)c1	1%	4%	u	x	-1%	u
CN(C(=O)c1ccc(NC(=O)Cc2cccc(NC(=O)C3CCN(C(=O)C4CCC4)CC3)c2)cc1)C1CCCC1	2%	18%	u	x	-2%	u
Cc1ccsc1/C=N/NC(=O)c1ccc2nc[nH]c2c1	-1%	8%	58%[activator]	-6%	-4%	41%[activator]
Cn1c(N)c(C(=O)CSc2nnc(-c3ccccc3F)n2N)c(=O)n(C)c1=O	-2%	19%	u	-2%	29%	10µM*
COC(=O)C1=NN(C(=O)c2ccccc2)C(C)(O)C1 (stereo not given)	5%	9%	x	3%	1%	-24%
CCC1(C)OC(=O)N2CCc3c(C)[nH]c4c(C)ccc(c34)C21C (stereo not given)	-2%	u	u	6%	0%	-19%
CNc1ccc(/C=C2\CSc3ccccc3C2=O)cc1[N+](=O)[O-]	1%	-23%	u	-25%	-1%	u
O=C(CSc1nnc(-c2ccco2)o1)N1CCN(c2ccccc2)CC1	-6%	u	-1%	1%	-4%	24%
Cc1cc(NC(=O)CSc2nnc(-c3ccncc3)n2-c2ccc(F)cc2)no1	-9%	8%	23%	-1%	2%	u
Cc1ccc(Oc2ccc(OCC(=O)NC(CC(C)C)C(=O)O)cc2)cc1 (stereo not given)	-8%	13%	-16%	0%	3%	25%
Cc1ccc(NC(=O)C2CCCN2S(=O)(=O)c2ccc3c(c2)n(C)c(=O)c(=O)n3C)c(C)c1 (stereo not given)	0%	13%	-6%	2%	0%	-4%
Cc1ccc(OCCC(=O)OCC(=O)Nc2ccc(F)cc2)cc1	1%	-11%	8%	x	5%	38%[activator]
CC(C)(Oc1ccc(C2CCCc3ccccc32)cc1)C(=O)O (stereo not given)	x	x	-7%	x	2%	-7%
COC(=O)c1c(-c2ccc(C)cc2)csc1NC(=O)c1c(-c2ccccc2)noc1C	0%	7%	u	3%	x	0%
CCOc1ccc(NC(=S)NCCCn2ccnc2)cc1	-32%	-6%	-3%	-3%	1%	-2%
Cc1ccc(S(=O)(=O)N(c2nc(N(C)C)nc(N(C)C)n2)n2cnnc2)cc1	-3%	-17%	-7%	-3%	-11%	x
COc1ccccc1-c1coc2c(CN3CCOCC3)c(O)ccc2c1=O	u	-10%	u	-5%	1%	33%[activator]
Cc1cc(/C=C(/C#N)c2nc3ccccc3[nH]2)c(C)n1-c1cc(C(=O)O)cc(C(=O)O)c1	-29%	2%	1%	9%	-3%	101%[activator]
C=CCNc1nc2ccccc2nc1NS(=O)(=O)c1ccc(OC)cc1	0%	-1%	-2%[0.00184 µM]	2%	-1%	8%
CCc1cccc(OCCCCN(CC)CC)c1	1%	-7%	x	-10%	44%[activator]	-15%
CCC(CC)C(=O)OCC(=O)Nc1cc(OC)c([N+](=O)[O-])cc1C	-1%	-26%	-10%	-3%	-6%	13%
O=[N+]([O-])c1ccc(CNc2ccc(F)cc2)s1	-18%	3%	-17%	4%	1%	-21%
CC(C)CNc1oc(-c2ccco2)nc1C#N	5%	0%	-5%	0%	2%	-17%
CC(C)N(C=O)C1(C(=O)NC2CCCCC2)CCCCC1	11%	2%	8%	-2%	0%	x
O=C(CSc1ccc2ccccc2c1)Nc1ccncc1	-26%	u	5%	-2%	-4%	x
NC(=O)NOCc1ncc(C(F)(F)F)cc1Cl	18%	15%	4%	1%	-4%	x
O=C(Cc1nnc(NC(=O)Nc2ccccc2)s1)NCc1ccccc1	-13%	0%	3%	-4%	5%	-30%
CC(/C=N/NC(=O)c1ccncc1)=C\c1ccco1	u	-6%	4%	-7%	0%	8%
CCc1noc(C)c1C(=O)N(C)CC(=O)Nc1cccc(OC)c1	0%	9%	-4%	x	5%	11%
CCN1C(=O)N(CC)C(O)(c2ccccc2)C1(O)c1ccccc1 (stereo not given)	-18%	1%	17%	7%	-3%	x
O=C(c1ccc2oc(Cc3ccc(Cl)cc3)nc2c1)N1CCCCC1CCO (stereo not given)	u	-6%	-16%	-4%	1%	u
O=C(NCCCN1CCCC1=O)C1CCN(S(=O)(=O)c2c(Cl)cccc2Cl)CC1	-3%	23%	-18%	x	-13%	-5%
CN(C)CCCOC(=O)c1ccccc1Cl	12%	4%	x	4%	-3%	4%
Cc1cc(C)nc(N/N=C2/CCCC/C2=C\c2ccccc2)n1	-2%	u	u	0%	-9%	u
CC(=O)c1ccc(N2CCN(S(=O)(=O)c3ccc4ccccc4c3)CC2)cc1	-3%	20%	-4%	x	2%	5%
CCCCCCCC(=O)Oc1ccc(C(=O)Nc2cc(C)on2)cc1	3%	1%	99%[activator]	0%	0%	43%[activator]
CSc1nc(NCC(C)C)nc(N2CCOCC2)n1	-27%	-19%	-20%	-7%	-15%	36%[activator]

Taken from above:
For Pf growth 96h, CCOC(=O)c1cnc(SCC#N)nc1N is entered as 10%
For HCV inh, Cc1ccc(C(=O)N2CC=C(c3ccccc3)CC2)s1 is entered as -3%
For LmPK inh, COc1ccccc1-c1coc2c(CN3CCOCC3)c(O)ccc2c1=O is entered as -5%
For HCV inh, CNC(=O)CSCc1c(F)cccc1Cl is entered as 13%
For Pf growth 48h, Cc1ccc(S(=O)(=O)N(c2nc(N(C)C)nc(N(C)C)n2)n2cnnc2)cc1 is entered as -7%
For Pf growth 48h, CC(/C=N/NC(=O)c1ccncc1)=C\c1ccco1 is entered as 4%
For HCV inh, O=C(NC(=S)N1CCN(c2ccc(Cl)cc2[N+](=O)[O-])CC1)c1cccs1 is entered as 2%
